human PMI inhibitors – MPI inhibition at elevated mannose 6-phosphate – biochemical, fluorescence intensity, high mannose 6-phosphate, primary screen (AID 1220) | recombinant PMI enzyme, coupled fluorescence intensity; higher % means a stronger effect | inhibition, % at 20 µM; hits with a dose series show IC50 in µM | actives 0.66% (n = 190,000)
LYP phosphatase – PTPN22 lymphoid phosphatase activity blockers – biochemical, fluorescence intensity, uHTS (AID 1779); recombinant LYP phosphatase, fluorescence intensity; higher % means a stronger effect; one-dose inhibition, % at 11.5 µM; IC50 in µM for titrated hits; actives 0.054% (n = 290,000);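 further: plate controls were vehicle with enzyme for no effect and no enzyme for full effect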
KOR beta-arrestin-1 – KOR agonists, beta-arrestin recruitment, primary screen, cell-based, luminescence, uHTS (AID 1777); KOR beta-arrestin recruitment, luminescence; higher % means a stronger effect; activation, % at 10 µM; hits with a dose series show EC50 in µM; actives 0.02% (n = 280,000); in the data active means activation above about 50%, passing the limit was not always enough; further: a part of the inactive calls stands beside numbers as strong as those of hits
NOD1 NF-kB reporter – inhibition of NOD1-driven NF-kB reporter – cell-based, luminescence, uHTS, primary screen (AID 1578); NOD1-driven NF-kB luciferase reporter cells, luminescence; higher % means a stronger effect; inhibition, % at 4 µM; hits with a dose series show EC50 in µM; actives 1% (n = 290,000); in the data active means inhibition mostly above about 36%, no sharp cut-off; inactive means mostly below about 34%;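 further: HEK-293T reporter cells stimulated with the NOD1 agonist gamma-tri-DAP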
XIAP antagonists – small molecules displacing peptide from XIAP – biochemical, IAP family, fluorescence polarization (AID 1018). XIAP BIR domain, fluorescence polarization peptide displacement; higher % means a stronger effect. one-dose displacement, % at 20 µM; IC50 in µM for titrated hits. actives 0.007% (n = 200,000); in the data active means displacement above about 50%; further: a part of the inactive calls stands beside numbers as strong as those of hits
TNAP activators – human TNAP enzyme activators, primary screen, biochemical, luminescent, no phosphate acceptor, uHTS (AID 1001); purified TNAP, luminescent activation assay, no phosphate acceptor; higher activation fold means a stronger effect; actives 0.03% (n = 200,000); one-dose activation fold at 20 µM; EC50 in µM for titrated hits; in the data active means activation fold from about 3, or a potency from the dose series; inactive means the rest, 99 in 100 with activation fold below about 1.6; further: many of its hits are not listed in these tables
KOR beta-arrestin-2 – kappa opioid receptor blockers – cell-based, luminescence, uHTS (AID 1778). KOR beta-arrestin recruitment, luminescence, antagonist mode; higher % means a stronger effect. one-dose inhibition, % at 10 µM; IC50 in µM for titrated hits. actives 0.091% (n = 290,000); further: strong numbers were not always called active
human PMI inhibition – MPI enzyme activity inhibition – biochemical, fluorescence intensity, coupled assay, primary screen (AID 1209); actives 0.42% (n = 190,000); inhibition, % at 20 µM, or IC50 in µM where a hit was titrated; purified PMI enzyme, coupled fluorescence intensity; higher % means a stronger effect;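 further: plate controls were DMSO vehicle for no effect and wells lacking substrate for full effect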
NOD2 inhibition – inhibition of NOD2-driven NF-kB reporter – cell-based, luminescence, uHTS, HEK293 (AID 1566); actives 0.63% (n = 290,000); one-dose inhibition, % at 4 µM; EC50 in µM for titrated hits; HEK293 NOD2/NF-kB luciferase reporter, luminescence; higher % means a stronger effect; further: many of its hits are not listed in these tables
* = called active by the depositor; nt = not tested or not shown; [ ] = another dose, or the depositor's remark. Unless noted, no stated cut-off is given here; in the data, active means inhibition above about 50%; inactive means the rest.

SMILES	human PMI inhibitors	LYP phosphatase	KOR beta-arrestin-1	NOD1 NF-kB reporter	XIAP antagonists	TNAP activators	KOR beta-arrestin-2	human PMI inhibition	NOD2 inhibition
O=C(N/N=C/c1c[nH]c2ccccc12)c1ccc2c(c1)OCCO2	nt	2%	3.0%	-11%	nt	nt	-4%	nt	7%
COc1cccc(CNC(=O)CCCN2C(=O)C(c3ccccc3)Oc3cccnc32)c1OC (stereo not given)	nt	-5%	-3.8%	-2%	nt	nt	19%	nt	10%
O=C(Nc1ccncc1)C1CCCN(S(=O)(=O)c2cccc3cccnc23)C1 (stereo not given)	14%	-6%	-2.6%	12%	-5.2%	1.1	-24%	12%	-10%
O=C(OCC(=O)N1CCN(C(=O)c2ccco2)CC1)c1ccccc1OCc1ccccc1	7%	-4%	0.2%	-6%	-0.1%	1.1	-7%	4%	0%
Cc1cc(NC(=O)CCC(=O)N(c2cccnc2)C(C(=O)NC2CCCC2)c2ccccc2F)no1 (stereo not given)	3%	-6%	3.2%	-13%	-7.8%	1.1	-14%	1%	5%
COc1ccc(-c2nn(-c3ccccc3F)cc2CNCCn2nc(C)cc2C)cc1	-2%	-5%	nt	-11%	-4.1%	1.2	-26%[20 µM]	14%	-17%
COc1ccccc1N1CCN(S(=O)(=O)CCNC(=O)c2cc(=O)c3ccccc3o2)CC1	nt	-10%	-3.2%	-14%	nt	nt	-24%	nt	16%
O=C1COCCOCCOCC(=O)NCCN1	5%	3%	nt	-8%	-2.9%	1.1	-8%[20 µM]	10%	7%
COc1ccc(-c2cc3ccccc3oc2=O)cc1NC(=O)c1ccc([N+](=O)[O-])o1	6%	5%	0.1%	41%	-5.4%	1.1	-6%	7%	-34%
CCC(c1nnnn1CCC(C)C)N1CCC(C(N)=O)CC1 (stereo not given)	-3%	-2%	-1.6%	-11%	-3.8%	1	-36%	-11%	-6%
Cc1cc(C)c(S(=O)(=O)NCC2CCC(C(=O)NCCCN3CCC(C)CC3)CC2)c(C)c1 (stereo not given)	nt	-10%	2.5%	-26%	nt	nt	-41%	nt	-3%
O=C(OCn1nnc2ccccc2c1=O)c1ccc(S(=O)(=O)N2CCOCC2)cc1	-3%	-4%	6.4%	-10%	-2.3%	1.1	-47%	0%	8%
CC(OC(=O)c1cccc(-n2cnnn2)c1)C(=O)Nc1ccc(F)cc1 (stereo not given)	nt	-11%	9.5%	1%	nt	nt	-18%	nt	7%
O=C(NCc1ccccc1Cl)C1CCCN1C(=O)NCc1ccccc1 (stereo not given)	nt	-4%	1.6%	-26%	nt	nt	2%	nt	-5%
CCOC(=O)COc1c(OC)cc(Cl)cc1C1NC(=O)NC(C)=C1C(C)=O (stereo not given)	2%	-9%	0.3%	-12%	-5.8%	1	17%	9%	10%
CC(/C=N/NC(=O)c1sc(N)nc1C)=C\c1ccccc1	12%	-9%	0.4%	-42%	-18%	1	-14%	6%	-20%
COc1ccc(CCNS(=O)(=O)c2cn(C)cn2)cc1OC	nt	-9%	8.5%	7%	nt	nt	-38%	nt	14%
CCOc1ccc2c(c1)OC(c1ccc(C)cc1)(C(F)(F)F)NC2=O (stereo not given)	3%	2%	15%	101%*	-1.8%	1.1	-19%	-6%	-20%
COc1ccc(OCC(=O)NCCNC(=O)c2cccnc2)cc1	nt	-11%	-0.3%	1%	nt	nt	-20%	nt	4%
COc1cccc(C(c2sc3nc(C)nn3c2O)N2CCN(C(=O)c3ccco3)CC2)c1 (stereo not given)	2%	1%	-0.9%	-18%	-3.1%	1.1	12%	3%	-10%
O=C(O)CCCCN1C(=O)/C(=C\c2ccc(OCc3ccccc3)c(OCc3ccccc3)c2)SC1=S	nt	2%	0.9%	5%	nt	nt	-5%	nt	24%
COc1ccc(OCc2cc(C(=O)NCc3cccc(C)n3)no2)c(Cl)c1	nt	-9%	-0.6%	2%	nt	nt	-7%	nt	-32%
CCCc1cc(NCCCCO)n2c(nc3ccccc32)c1C#N	33%	-1%	1.8%	-35%	-4.4%	1.1	8%	15%	0%
Cc1cc(C)c(NC(=O)c2cnn(C)c2)c(C)c1	1%	2%	2.6%	-28%	-14%	1.1	-6%	-4%	4%
c1cnn(Cc2cnc(N3CCOCC3)s2)c1	-3%	-14%	-2.9%	-12%	1.5%	1	-16%[20 µM]	0%	23%
Further structures follow:
SMILES	human PMI inhibitors	LYP phosphatase	KOR beta-arrestin-1	NOD1 NF-kB reporter	XIAP antagonists	TNAP activators	KOR beta-arrestin-2	human PMI inhibition	NOD2 inhibition
CCOc1ccccc1N(C)S(=O)(=O)c1ccc2[nH]cc(C(=O)N(CCOC)CCOC)c(=O)c2c1	nt	-7%	-0.7%	-9%	nt	nt	35%	nt	8%
COc1ccccc1Nc1nc(-c2cccc(N3C(=O)c4ccccc4C3=O)c2)cs1	-13%	5%	0.9%	-30%	-15%	1.1	9%	-6%	3%
O=C(NC(Nc1nc2ccc([N+](=O)[O-])cc2s1)(C(F)(F)F)C(F)(F)F)c1ccccc1	0%	-3%	-1.9%	52%	-5.4%	0.9	-86%	7%	-183%
Cc1cccc(NC(=O)c2nc[nH]c2C(=O)N[C@@H](CCCCNC(=O)OC(C)(C)C)C(=O)OC(C)(C)C)c1	nt	13%	1.2%	-8%	nt	nt	-1%	nt	3%
Cc1ccc(-c2nn(C)c(=O)c3ccccc23)cc1CO	-9%	-1%	2.4%	-32%	1.0%	1.1	-24%	-6%	9%
CC12CCC(C(=O)N(NC(=O)c3cccnc3)C1=O)C2(C)C (stereo not given)	-6%	-9%	-1.4%	-30%	1.4%	1.2	-14%	-1%	2%
Cn1c(=O)[nH]c(=O)c2c1nc(NCCCO)n2Cc1ccc(F)cc1	2%	0%	-6.0%	22%	-2.5%	1.1	-62%	-2%	15%
COc1ccc(C(C(=O)NC(C)(C)C)N(C(=O)CNC(=O)c2cccs2)c2ccc(C)cc2)cc1OC (stereo not given)	6%	-3%	1.1%	11%	-1.5%	1.1	-20%	3%	22%
CC(C(=O)Nc1cccnc1)C1Sc2ccccc2NC1=O (stereo not given)	30%	-10%	5.7%	-24%	-5.4%	1.1	-9%	15%	-16%
Cc1ccc2nnc(Cl)n2n1	4%	1%	-0.9%	-19%	2.5%	1.1	24%	3%	6%
CCOC(=O)Cc1csc(NC(=S)NC(=O)CC(C)C)n1	-6%	-4%	0.3%	14%	-1.5%	0.9	2%	-9%	-5%
COc1ccc(NC(=O)/C(C#N)=C\c2cc(OC)c(OCc3ccc(C(=O)O)cc3)cc2Br)cc1	0%	-3%	4.0%	-23%	-5.4%	1.1	-23%	-9%	-11%
O=C(Cn1cnc([N+](=O)[O-])n1)NC1CC1	-9%	-9%	1.6%	-12%	-8.1%	1.1	4%	-16%	17%
Cc1ccc(/C(O)=C2\C(=O)C(=O)N(CCc3c[nH]c4ccccc34)C2c2cccnc2)cc1 (stereo not given)	3%	3%	0.7%	-34%	-5.9%	1.1	-5%	-6%	5%
Cc1[nH]c2ccc(C(C)C)cc2c1CC(=O)O	nt	-2%	-1.1%	-12%	nt	nt	21%	nt	5%
O=C(Cn1cccc1C(=O)c1ccccc1)NCCN1CCOCC1	-3%	-1%	0.1%	-18%	-3.9%	1	-25%	-6%	13%
CC1Cc2cc(/C(O)=C3/C(=O)C(=O)N(CCCn4ccnc4)C3c3ccc(Br)cc3)ccc2O1 (stereo not given)	nt	2%	2.8%	-27%	nt	nt	0%	nt	8%
CCC1CCCCN1C(=O)CSc1nc2c([nH]c3ccccc32)c(=O)n1C (stereo not given)	-3%	3%	4.3%	-4%	-5.7%	1.1	3%	-2%	0%
Cc1cccc(OCCCC(=O)Nc2ccc(S(=O)(=O)Nc3ncccn3)cc2)c1C	nt	-5%	-1.3%	-19%	nt	nt	-2%	nt	-6%
CC(=O)c1c(C)nc2ccccc2c1N	-1%	-2%	-3.7%	-3%	0.2%	1.1	2%	-2%	9%
O=C(CCNS(=O)(=O)c1ccccc1)N1CCN(c2ccccc2F)CC1	nt	-6%	-3.4%	-21%	nt	nt	31%	nt	14%
CSc1cccc(NS(=O)(=O)c2ccccc2)c1	16%	-1%	-4.4%	-20%	0.3%	1.1	-5%	18%	8%
Cc1ccc(C(=O)NCCc2nnc3ccc(SCC(=O)Nc4cc(C)on4)nn23)cc1	-8%	2%	-0.9%	-36%	-12%	1	6%	-6%	5%
COc1cc(C(=O)N2CCN(S(=O)(=O)c3ccc(F)cc3)CC2)cc(OC)c1OC	2%	-7%	5.2%	-15%	-5.5%	1.1	10%	10%	-10%
Cc1cccc(OCC(=O)N(Cc2cccs2)C2CCS(=O)(=O)C2)c1C (stereo not given)	0%	3%	-2.2%	-15%	-0.5%	1.1	34%	3%	-11%

Part of the list above in a different format:
human PMI inhibitors,LYP phosphatase,KOR beta-arrestin-1,NOD1 NF-kB reporter,XIAP antagonists,TNAP activators,KOR beta-arrestin-2,human PMI inhibition,NOD2 inhibition,Compound
-6%,-4%,0.3%,14%,-1.5%,0.9,2%,-9%,-5%,CCOC(=O)Cc1csc(NC(=S)NC(=O)CC(C)C)n1
0%,-3%,4.0%,-23%,-5.4%,1.1,-23%,-9%,-11%,COc1ccc(NC(=O)/C(C#N)=C\c2cc(OC)c(OCc3ccc(C(=O)O)cc3)cc2Br)cc1
-9%,-9%,1.6%,-12%,-8.1%,1.1,4%,-16%,17%,O=C(Cn1cnc([N+](=O)[O-])n1)NC1CC1
3%,3%,0.7%,-34%,-5.9%,1.1,-5%,-6%,5%,Cc1ccc(/C(O)=C2\C(=O)C(=O)N(CCc3c[nH]c4ccccc34)C2c2cccnc2)cc1 (stereo not given)
nt,-2%,-1.1%,-12%,nt,nt,21%,nt,5%,Cc1[nH]c2ccc(C(C)C)cc2c1CC(=O)O
-3%,-1%,0.1%,-18%,-3.9%,1,-25%,-6%,13%,O=C(Cn1cccc1C(=O)c1ccccc1)NCCN1CCOCC1
nt,2%,2.8%,-27%,nt,nt,0%,nt,8%,CC1Cc2cc(/C(O)=C3/C(=O)C(=O)N(CCCn4ccnc4)C3c3ccc(Br)cc3)ccc2O1 (stereo not given)

Next section.
SMILES	human PMI inhibitors	LYP phosphatase	KOR beta-arrestin-1	NOD1 NF-kB reporter	XIAP antagonists	TNAP activators	KOR beta-arrestin-2	human PMI inhibition	NOD2 inhibition
COc1ccc(C2CC(=O)Oc3c(C(CCN4CCN(c5ccccc5)CC4)c4ccc(N(C)C)cc4)c(OC)cc(OC)c32)cc1 (stereo not given)	nt	-2%	-3.7%	4%	nt	nt	27%	nt	12%
CC1CCC2CCCCC2N1C(=O)c1cc([N+](=O)[O-])cc([N+](=O)[O-])c1 (stereo not given)	nt	-11%	6.0%	48%	nt	nt	-21%	nt	-22%
COc1cccc(C(C(=O)NC2CCCC2)N(C(=O)c2ccco2)c2ccc(NC(C)=O)cc2)c1OC (stereo not given)	nt	-5%	-3.4%	-4%	nt	nt	-12%	nt	2%
COc1ccc(NC(=S)NCc2ccco2)c(OC)c1	-4%	-2%	-9.0%	-27%	-9.8%	1.2	18%	-1%	5%
CCCCN1C(=O)c2ccc(C(=O)Nc3c(N)n(CCCC)c(=O)n(C)c3=O)cc2C1=O	8%	-3%	5.6%	5%	0.9%	1.1	20%	0%	9%
N#CC1C(C#N)N2CCCN2C1c1ccc(Cl)cc1 (stereo not given)	-7%	-5%	4.6%	-26%	-3.3%	1.1	-36%	-4%	7%
CCCn1c(SCc2cc(=O)oc3ccc4ccccc4c23)n[nH]c1=O	-80%	-1%	-7.4%	-18%	-1.1%	0.9	-20%	-54%	12%

From PubChem BioAssay

This is a subset, so the mix of outcomes need not match the whole.
